# Compound activity (PubChem BioAssay)
# STAT1 act: activators of IFN-gamma induced STAT1 signaling; activation (% of control), % at 5.5 µM; 2.6% of 200,000 active; NIH 3T3 STAT1-luciferase reporter, luminescence; 100% = IFN-gamma alone, no compound;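 active = activation above the screen-wide mean activation plus 3 SD, cut at about 130% in these data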;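 also: raw ratio to IFN-gamma control signal so 100% means no change and 0% no light; values of inactives mirror those of a sister screen read the other way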
# STAT3 activator: activators of IL-6 induced STAT3 signaling; U3A cells, IL-6 STAT3-luciferase reporter, luminescence; 100% = signal with IL-6 EC80 alone; 0.91% of 190,000 active; activation (% of control), % at 5.6 µM;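 active = activation above the screen-wide mean of compound activation plus 3 SD, cut at about 130% in these data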;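 also: 0% = background luminescence of wells with medium and substrate only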
#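 system = STAT3-luciferase reporter U3A cells | reagent = IL-6 stimulus at 33 ng/mL final | timing = 1 h compound pre-exposure, 6 h IL-6 stimulation, 37 °C | measured by = luminescence | evaluation = % activation versus median of IL-6-stimulated wells | control set = IL-6-only wells as 100% reference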
# Hsp70 act: Hsp70 transcriptional activation, primary screen | HeLa Hsp70 promoter luciferase reporter, luminescence; scaled: vehicle 0, proteasome-inhibitor control 100% | 0.04% of 200,000 active | activation, % at 10 µM;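 active = activation above the mean across all tested compounds plus 3 SD, cutoff set per campaign, cut at about 5.5% in these data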;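 also: 100% = MG132 at 30 µM as the positive control and 0% = DMSO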
# STAT3 inh: reduces IL-6 driven STAT3 reporter signal | U3A cells, IL-6 STAT3-luciferase reporter, luminescence; host cell line lacks STAT1 | inhibition, % at 5.5 µM | AID 862 | 0.89% of 190,000 active;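 active = inhibition above the mean inhibition across all screened compounds plus 3 SD, cut at about 44% in these data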;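 also: 0% = DMSO only wells and 100% = 100 µM nifuroxazide control wells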
# NF-kB neuron act: NF-kB expression increase, human neuronal cells; NF-kB reporter expression; stronger effect = higher value; fold change at 12.5 µM; 1.6% of 190,000 active; AID 1239; in the data active = fold change above about 3.3
# FLuc inhib CS: inhibits firefly luciferase, flagging false hits in luciferase inhibition screens | 1.5% of 200,000 active | ATPLite firefly luciferase biochemical luminescence, 10 min | inhibition, % at 10 µM | P08659;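 active = inhibition above about 50% when tested at 10 µM, limit read from the data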
# Target sequence (P08659 whole entry, looked up): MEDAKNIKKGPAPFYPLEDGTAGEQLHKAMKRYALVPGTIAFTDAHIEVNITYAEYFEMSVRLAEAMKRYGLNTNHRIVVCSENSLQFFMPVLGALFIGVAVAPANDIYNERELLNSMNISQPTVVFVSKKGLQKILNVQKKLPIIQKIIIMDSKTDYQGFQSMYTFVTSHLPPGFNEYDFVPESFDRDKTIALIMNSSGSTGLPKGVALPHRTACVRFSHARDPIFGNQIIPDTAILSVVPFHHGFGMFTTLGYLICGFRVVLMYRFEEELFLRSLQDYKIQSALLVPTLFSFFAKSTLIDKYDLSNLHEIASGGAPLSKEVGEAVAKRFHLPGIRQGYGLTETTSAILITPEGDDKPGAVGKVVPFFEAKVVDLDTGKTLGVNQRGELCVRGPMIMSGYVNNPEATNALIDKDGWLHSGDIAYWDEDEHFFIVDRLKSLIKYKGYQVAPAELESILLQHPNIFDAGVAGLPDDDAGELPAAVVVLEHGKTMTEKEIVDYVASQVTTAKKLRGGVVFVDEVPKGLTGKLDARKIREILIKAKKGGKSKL
# STAT1 inh: inhibitors of IFN-gamma induced STAT1 signaling | inhibition, % at 5.5 µM | 0.35% of 200,000 active | NIH 3T3 STAT1-luciferase reporter, luminescence | AID 920;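 active = inhibition above a set limit, the mean inhibition across all tested compounds plus 3 SD, cut at about 34% in these data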;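 also: 0% = IFN-gamma with DMSO and 100% = IFN-gamma with 300 µM nifuroxazide; values of inactives mirror those of a sister screen read the other way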
# APP transl inh: APP translation inhibition. SH-SY5Y APP 5'UTR-luciferase reporter, luminescence. inhibition, % at 2 µM. 0.82% of 190,000 active. AID 1285;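 active = inhibition above a set limit, derived from the sample mean plus 3 SD, cut at about 45% in these data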; also: values of inactives mirror those of a sister screen read the other way
# RAM inhibit: blocks the yeast RAM network; inhibition, % at 50 µM; 1.8% of 190,000 active; AID 868; S. cerevisiae dse1pr::URA3 reporter, 5-FOA growth OD615, 2 d; analog-sensitive cbk1-as2 kinase mutant strain;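 active = inhibition above a set limit, 3 SD over mean compound inhibition, cut at about 8.4% in these data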;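 also: 0% = DMSO-only wells with no growth and 100% = 10 µM 1-NA-PP1 full growth; inhibition rescues growth on 5-FOA so higher OD means more RAM inhibition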
# APP 5'UTR act: APP 5'UTR luciferase reporter activation; SH-SY5Y APP 5'UTR luciferase reporter, luminescence; zero percent = DMSO vehicle wells; activation, % at 2 µM; 1% of 190,000 active;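 active = activation above a set limit, based on mean plus 3 SD of controls, cut at about 140% in these data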; also: values of inactives mirror those of a sister screen read the other way
# Numbers without * were called inactive; . = no result given. Not a hit list. About 7.7% of those tested had a hit in this group.
entry	compound	STAT1 act	STAT3 activator	Hsp70 act	STAT3 inh	NF-kB neuron act
1	S=C(NCCc1ccccn1)Nc1cccc(Cl)c1	92	85	-0.4	20	1.1
2	CCCCNC1=NCCS1	101	98	1.2	10	1.1
3	Cc1ccccc1C(=O)OCCCN=C1NS(=O)(=O)c2ccccc21	105	94	-0.4	10	0.8
4	O=C(Cn1nnc(-c2ccncc2)n1)N1CCc2ccccc21	102	106	-0.4	-6	0.94
5	CC(c1ccccc1)n1c(SCC(=O)N2CC(=O)Nc3ccccc32)nc2ccccc2c1=O (configuration not stated)	94	102	-0.4	-3	0.4
6	Cc1cccc2cc(CN(CCCO)C(=O)Nc3ccccc3Cl)c(=O)[nH]c12	94	100	0.0	5	1
7	Fc1ccccc1-c1nc(NCc2ccco2)c2ccccc2n1	97	99	-0.2	4	0.9
8	O=C(COC(=O)/C=C/c1cccc(Cl)c1)NCCc1ccc(Cl)cc1Cl	101	111	0.0	-15	1.1
9	COC(=O)c1ccc(/C=C/c2ccc3cccc(OC)c3n2)cc1	110	89	-0.3	17	1.4
10	O=C(CCCN1C(=O)c2cccnc2C1=O)N1CC(=O)N(CCc2ccccc2)C(=O)C1	110	109	-0.2	0	1.3
11	CC(=O)c1cc(C(c2csc(C(C)=O)c2)c2csc(C(C)=O)c2)cs1	103	99	-0.2	4	1.4
12	COCCCNC(=O)CSc1nc2ccccc2c(=O)n1Cc1ccc2c(c1)OCO2	95	101	-0.1	4	1.1
13	CCOC(=O)N1CCN(C(=O)CCNS(=O)(=O)c2cc(Br)cnc2N)CC1	99	95	0.0	9	1.1
14	Cc1cc(N(C)C)cc(C)[n+]1[O-]	104	109	-0.2	-5	1.1
15	COc1ccc(NC(=O)Nc2cc(F)ccc2C)cc1	83	79	0.0	26	0.58

entry	FLuc inhib CS	STAT1 inh	APP transl inh	RAM inhibit	APP 5'UTR act
1	-2	8	0	3.0	0
2	-1	-1	17	1.6	-17
3	-4	1	-9	0.4	9
4	-4	-3	8	3.9	-8
5	-6	7	-4	7.5	4
6	-3	7	0	1.4	0
7	1	2	5	1.3	-5
8	-3	-1	-13	4.2	13
9	18	-11	-13	-0.6	13
10	-5	-10	7	2.5	-7
11	-3	-3	6	2.8	-6
12	-4	7	-7	1.5	7
13	-6	1	-2	1.1	2
14	-6	-4	1	-0.2	-1
15	0	19	-10	2.0	10

# (more compounds)
entry	compound	STAT1 act	STAT3 activator	Hsp70 act	STAT3 inh	NF-kB neuron act
16	O=C(c1ccc(Br)o1)N1CCN(c2ccc(F)cc2)CC1	102	87	-0.2	18	1.2
17	CCc1cc2c(C)cc(=O)oc2cc1OC(=O)C1CCCN1C(=O)OC(C)(C)C (configuration not stated)	102	103	-0.6	0	0.92
18	Cc1cccc(NCc2cc(Cl)ccc2O)n1	108	100	-0.1	3	0.99
19	O=C1C2CCCCC2C(=O)N1c1cccc(OS(=O)(=O)c2ccccc2)c1 (configuration not stated)	98	98	-0.2	0	1.1
20	CCc1nnc2c3cnn(-c4ccccc4)c3ncn12	133*	87	-0.1	19	1.5
21	CCN(CC)c1ccc(/C=C2\CCC(/C=N/NC(=O)c3ccc(=O)n(C)c3)=C2N2CCOCC2)cc1	102	107	-0.2	-5	0.43
22	CCCS(=O)(=O)N1CCC(C(=O)NCCN(C)Cc2ccccc2)CC1	97	96	-0.3	12	1.2
23	O=C(c1ccccc1)c1nnc(-c2ccccc2F)o1	115	90	0.4	16	9.8*
24	COc1ccccc1CNC(=O)COc1ccc2c(c1)CCC2	105	114	0.1	-7	1.2
25	Cc1ccc(-c2nc(CSCC(=O)NCCN3CCN(Cc4ccccc4)CC3)c(C)o2)cc1	97	92	-0.2	12	0.67
26	Nc1c(-c2ccccc2)cnn1-c1cccc(C(F)(F)F)c1	143*	100	0.4	3	2.8
27	Cc1cc2n(n1)C(c1ccc3c(c1)OCO3)Nc1c(C)cccc1-2 (configuration not stated)	107	114	-0.3	-6	0.98
28	O=C(c1ccc(NC(=O)C2(c3ccccc3)CCOCC2)cc1)N1CCOCC1	103	106	-0.1	-6	1.3
29	Nc1nnc(SCC(=O)c2ccc3ccccc3c2)s1	119	113	0.0	-7	3.7*
30	CCCc1cc(=O)[nH]c(N/N=C/C=C\c2ccccc2)n1	104	90	-0.4	19	1

entry	FLuc inhib CS	STAT1 inh	APP transl inh	RAM inhibit	APP 5'UTR act
16	-1	-2	-8	-0.4	8
17	-3	-2	6	2.3	-6
18	-5	-8	13	0.6	-13
19	-2	3	6	1.5	-5
20	32	-35	0	4.2	0
21	-3	-3	-10	1.1	10
22	-4	3	-2	2.5	2
23	78*	-16	-90	0.8	90
24	-2	-7	-21	0.2	21
25	-2	4	-5	3.4	5
26	20	-48	-95	2.7	95
27	-6	-8	-16	4.3	16
28	-1	-2	-14	0.0	14
29	17	-20	-21	3.3	21
30	-4	-7	-9	-0.5	9

# Later entries
entry	compound	STAT1 act	STAT3 activator	Hsp70 act	STAT3 inh	NF-kB neuron act
31	CCOC(=O)c1c(C)n(-c2ccccc2)c2ccc(O)c(CN(C)C)c12	102	111	0.2	0	0.87
32	COCCNC(=O)CSc1nc(N)c(NC(=O)c2ccccc2F)c(=O)[nH]1	89	89	-0.3	11	1.1
33	O=C(CCC1CCCCC1)NCc1cccs1	102	102	-0.1	-2	1.2
34	Cc1ccc(NC(=S)N2CCC(c3ccc(C)cc3)C2)cc1 (configuration not stated)	122	104	0.2	2	1.6
35	O=c1cc(N2CCN(Cc3ccccc3)CC2)[nH]c(=O)n1-c1cccc(C(F)(F)F)c1	101	95	-0.2	10	1.2
36	O=C(Cn1nnc(-c2ccc(CN3CCOCC3)cc2)n1)N1CCCc2ccccc21	105	107	-0.2	-6	1
37	CCN(c1ccc(OC)cc1)c1ncnc2nc[nH]c12	90	103	-0.1	5	0.85
38	Cc1nonc1-c1csc(N)n1	110	103	-0.1	-1	1.1
39	CN1CCN(c2ccc(-c3ccnn3C(=O)Nc3ccccc3)cc2)CC1	115	97	-0.1	12	1.9
40	COC(=O)c1c(-c2cccc(C)c2)csc1NC(=O)C1CCCO1 (configuration not stated)	110	88	0.2	19	1.1
41	O=C(O)c1ccc(C2CCCCC2)cn1	102	101	-0.4	2	1.1
42	CCOc1ccc(NC(=O)c2nnn(CC(=O)Nc3ccccc3OC)c2N)cc1	112	105	0.0	0	1.6
43	O=c1cc(-c2ccccc2)nc2nc(COc3ccccc3)[nH]n12	101	105	0.2	1	1.1
44	Cc1nn(-c2ccccc2C(=O)O)c(=O)c2ccccc12	93	97	-0.2	8	1.1
45	O=C(Nc1ccc2oc(=O)ccc2c1)c1ccco1	120	90	0.5	14	1.7

entry	FLuc inhib CS	STAT1 inh	APP transl inh	RAM inhibit	APP 5'UTR act
31	-8	-3	-1	0.0	1
32	-4	12	-10	0.1	10
33	-5	-6	.	-0.8	.
34	16	-24	-28	-0.5	28
35	-4	-1	-12	0.1	12
36	-2	-6	-14	1.6	14
37	-3	11	23	0.2	-23
38	-2	-10	4	2.9	-4
39	30	-19	-71	-0.9	71
40	-4	-14	-34	5.2	34
41	5	-2	-11	-0.3	11
42	22	-13	-27	2.9	27
43	-4	-1	-7	0.6	7
44	-8	8	-15	2.8	15
45	13	-22	0	5.2	0

# Remaining list, next part
entry	compound	STAT1 act	STAT3 activator	Hsp70 act	STAT3 inh	NF-kB neuron act
46	O=S(=O)(c1ccccc1)N1CCN(c2ccnc3cc(Cl)ccc23)CC1	81	91	-0.3	18	1.2
47	CC(=O)c1ccc(NC(=S)N2CCC(O)CC2)cc1	106	96	-0.3	0	1
48	COC(=O)CSc1nc(-c2ccccc2)cc(-c2ccco2)c1C#N	108	100	-0.2	2	1.2
49	Cc1cc(C(=O)OCC(=O)c2ccc(Br)s2)no1	99	105	-0.3	3	1.8
50	Cc1ccc(NC(=O)CN2CCC3(O)CCCCC3C2c2ccc3c(c2)OCO3)c(C)c1 (configuration not stated)	111	106	-0.2	-1	0.83
51	CCOC(=O)C1=C(C)NC2=C(C(=O)C(C(=O)OCC)C(c3ccc(OC)cc3)C2)C1c1ccccn1 (configuration not stated)	100	102	0.1	0	1
52	CCN1CCN(C(c2cccs2)C(C)NC(=O)c2ccco2)CC1 (configuration not stated)	91	96	-0.2	7	1.1
53	OC(COc1ccc2c(c1)OCO2)CN1CCCCC1 (configuration not stated)	101	109	-0.2	-11	1.1
54	O=S(=O)(c1ccc(Cl)s1)N1CCCCC1	96	96	-0.1	10	1.1
55	CC1CCCCC1NC(=O)COC(=O)C12CC3CC(CC(Cl)(C3)C1)C2 (configuration not stated)	102	111	-0.3	0	1
56	O=C(COC(=O)Cc1ccccc1F)Nc1cccc(S(=O)(=O)NC2=NCCCCC2)c1	96	101	0.0	9	0.99
57	CS(=O)(=O)NCCCNc1c(Cl)cccc1[N+](=O)[O-]	100	90	-0.3	13	1.1
58	Cc1ccccc1C(=O)Nc1cccc(NC(=O)c2ccc(-c3ccc(Br)cc3)o2)c1	113	91	-0.3	11	1.4
59	CCCCOc1ccc(/C=C/C(=O)Nc2ccc(C(N)=O)cc2)cc1	97	106	-0.3	-4	1.1

entry	FLuc inhib CS	STAT1 inh	APP transl inh	RAM inhibit	APP 5'UTR act
46	-3	20	5	1.5	-5
47	-4	-6	-10	0.9	10
48	-2	-9	-20	9.7*	20
49	12	1	3	1.0	-3
50	-8	-12	.	1.7	.
51	-5	0	13	1.2	-13
52	-4	10	2	0.0	-2
53	-6	-1	-14	0.1	14
54	-6	4	-6	0.7	6
55	-8	-3	-10	1.7	10
56	-9	3	13	1.2	-13
57	-5	-3	2	0.0	-2
58	-4	-3	.	5.2	.
59	-9	3	-7	3.0	7

# A different layout for 4 compounds above:
50: Cc1ccc(NC(=O)CN2CCC3(O)CCCCC3C2c2ccc3c(c2)OCO3)c(C)c1 (configuration not stated)
51: CCOC(=O)C1=C(C)NC2=C(C(=O)C(C(=O)OCC)C(c3ccc(OC)cc3)C2)C1c1ccccn1 (configuration not stated)
52: CCN1CCN(C(c2cccs2)C(C)NC(=O)c2ccco2)CC1 (configuration not stated)
53: OC(COc1ccc2c(c1)OCO2)CN1CCCCC1 (configuration not stated)

entry no. | 50 | 51 | 52 | 53
STAT1 act | 111 | 100 | 91 | 101
STAT3 activator | 106 | 102 | 96 | 109
Hsp70 act | -0.2 | 0.1 | -0.2 | -0.2
STAT3 inh | -1 | 0 | 7 | -11
NF-kB neuron act | 0.83 | 1 | 1.1 | 1.1
FLuc inhib CS | -8 | -5 | -4 | -6
STAT1 inh | -12 | 0 | 10 | -1
APP transl inh | . | 13 | 2 | -14
RAM inhibit | 1.7 | 1.2 | 0.0 | 0.1
APP 5'UTR act | . | -13 | -2 | 14

# Compounds 46 through 48, reprinted for reference:
entry	compound	STAT1 act	STAT3 activator	Hsp70 act	STAT3 inh	NF-kB neuron act
46	O=S(=O)(c1ccccc1)N1CCN(c2ccnc3cc(Cl)ccc23)CC1	81	91	-0.3	18	1.2
47	CC(=O)c1ccc(NC(=S)N2CCC(O)CC2)cc1	106	96	-0.3	0	1
48	COC(=O)CSc1nc(-c2ccccc2)cc(-c2ccco2)c1C#N	108	100	-0.2	2	1.2

entry	FLuc inhib CS	STAT1 inh	APP transl inh	RAM inhibit	APP 5'UTR act
46	-3	20	5	1.5	-5
47	-4	-6	-10	0.9	10
48	-2	-9	-20	9.7*	20
